High-throughput results deposited in PubChem BioAssay by National Center for Advancing Translational Sciences (NCATS).
PI5P4Ka inh: blocks human PI5P4K alpha kinase activity; P48426; PI5P4Kalpha enzyme, ADP-Glo luminescence, 60 min; stronger effect = lower value; max response, %; 330,000 compounds, 1.2% hits; AID 652105; active means max response of -50% or lower; inconclusive means between -30% and -50%; inactive means -30% or higher; further: value at the top dose of about 77 µM; on the % scale 0 is the no-effect control and ±100 the full control effect
Target sequence (P48426 whole entry, looked up): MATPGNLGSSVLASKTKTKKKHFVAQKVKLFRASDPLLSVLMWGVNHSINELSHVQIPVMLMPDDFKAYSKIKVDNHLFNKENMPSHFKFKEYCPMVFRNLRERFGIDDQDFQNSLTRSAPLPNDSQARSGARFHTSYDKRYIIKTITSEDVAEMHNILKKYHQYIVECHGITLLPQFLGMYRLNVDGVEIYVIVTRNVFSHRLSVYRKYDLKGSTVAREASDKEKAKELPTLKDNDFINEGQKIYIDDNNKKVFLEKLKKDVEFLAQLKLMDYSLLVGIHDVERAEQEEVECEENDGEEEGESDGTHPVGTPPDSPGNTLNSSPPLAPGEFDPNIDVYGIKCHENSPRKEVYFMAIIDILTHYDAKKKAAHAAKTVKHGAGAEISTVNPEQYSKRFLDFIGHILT
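ADP-Glo luminescence end-point read after a 60 min room-temperature kinase reaction of PI5P4Kalpha plus substrate, initiated with ATP at 5 microM final. Buffer: 0.038 M HEPES pH 7.4, EGTA, 0.1% CHAPS, 5% DMSO.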
WRN inhibitor: inhibitors of human WRN helicase | 360,000 compounds, 0.46% hits | Q14191 | AID 651768 | WRN helicase unwinding, fluorescent forked duplex, kinetic | Potency, µM (series often up to 114 µM), for the others: at the highest dose activity change, negative = inhibition, most hits filed as inhibitors; further: potency means the concentration at half of the fitted maximal effect; on the % scale 0 is the no-effect control and ±100 the full control effect; nearly all actives have a fitted effect of over 55% in size
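Kinetic red-fluorescence monitoring (525/598 nm) tracks WRN helicase activity after 100 nM fluorophore-quencher forked duplex and 2 mM ATP are added to 20 nM enzyme pretreated 15 min at room temperature with compound.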
EPAC2 agonist: activates human EPAC2 exchange factor; Q8WZA2; EPAC2 activation, biochemical qHTS; response scale: 100% = 6.5 mM cAMP response; Potency, µM (top dose mostly 154 µM), for inactives: at the highest dose activation, usual class: activators; 360,000 compounds, 0.079% hits; further: potency means the concentration at half of the fitted maximal effect; nearly all actives have a fitted effect of over 50% in size
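Compounds were added across a concentration range to EPAC2 (100 nM), RAP1B-BODIPY-GDP (250 nM) and GDP (50 uM). After 5 min at room temperature, fluorescence was recorded at 5-min intervals for 30 min.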
IL2 activator: activates IL-2 in a cell-based reporter assay; IL-2 activation reporter assay, cell-based qHTS; stimulated with anti-CD3/CD4/CD28 beads; in transgenic mouse T cells; activation, % (series mostly up to about 46 µM); AID 652025; 360,000 compounds, 0.065% hits; in the data active means activation above about 50%; inconclusive means mostly about 30% to 49%; further: 0% is about no effect
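Using fluorescent plate cytometry, EGFP and DsRed are detected in transgenic mouse T cells stimulated 18 h at 37 degrees C with antibody-coated beads after 60 min compound pretreatment.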
PLK1 PBD inh: inhibitors of human PLK1 polo-box domain binding. Plk1 PBD binding of FITC phosphopeptide, fluorescence polarization. Potency, µM, for inactives: max response, negative = inhibition, usual class: inhibitors. 360,000 compounds, 2.8% hits. AID 720504; further: potency means the concentration at half of the fitted maximal effect; series mostly up to about 57 µM; on the % scale 0 is the no-effect control and ±100 the full control effect; nearly all actives have a fitted effect of over 65% in size
Target sequence (P53350 whole entry, looked up, the tested form may be a part): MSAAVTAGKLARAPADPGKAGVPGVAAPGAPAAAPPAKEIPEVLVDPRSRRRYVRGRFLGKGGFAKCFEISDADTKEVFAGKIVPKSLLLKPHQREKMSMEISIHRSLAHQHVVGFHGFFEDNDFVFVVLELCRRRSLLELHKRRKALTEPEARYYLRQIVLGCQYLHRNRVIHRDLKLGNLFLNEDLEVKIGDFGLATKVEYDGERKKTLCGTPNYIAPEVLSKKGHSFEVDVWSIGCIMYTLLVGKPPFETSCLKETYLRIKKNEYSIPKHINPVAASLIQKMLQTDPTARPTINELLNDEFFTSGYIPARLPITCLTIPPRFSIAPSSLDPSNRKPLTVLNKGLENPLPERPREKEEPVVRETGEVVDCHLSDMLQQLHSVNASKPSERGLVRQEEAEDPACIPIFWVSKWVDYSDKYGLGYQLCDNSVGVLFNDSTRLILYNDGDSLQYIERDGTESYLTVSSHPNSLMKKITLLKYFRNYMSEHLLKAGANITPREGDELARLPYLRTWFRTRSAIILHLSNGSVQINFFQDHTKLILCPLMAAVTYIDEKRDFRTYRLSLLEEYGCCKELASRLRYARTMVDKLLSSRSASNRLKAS
CCT chaperon mod: modulators of cytosolic chaperonin (CCT/TRiC) activity | purified chaperonin ATPase assay, HTRF ADP detection, 30 min | activity change, % (concentration not given with the values), hits read low | 360,000 compounds, 0.3% hits; in the data active means activity change below about -30%; further: on the % scale 0 is the no-effect control and ±100 the full control effect
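TRiC (40 or 20 nM final, by batch activity) in 30 mM Tris pH 7.4, 100 mM KCl, 5 mM MgCl2, 1 mM DTT was treated with compound at 76 uM single dose, then 10 uM ATP, 30 min at 37 °C. ADP was read by HTRF Transcreener.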
EPAC1 ag: EPAC1 (human) agonism; Potency, µM (titrated, usually from 154 µM), for inactives: at the highest dose activation, actives largely listed as activators; EPAC1 agonist qHTS, biochemical assay; response scale: 100% = response to 6.5 mM cAMP; AID 720707; 360,000 compounds, 0.073% hits; further: potency means the concentration at half of the fitted maximal effect; nearly all actives have a fitted effect of over 60% in size
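Read-out is the fluorescence drop as BODIPY-GDP leaves Rap1B (480 nm excitation, 540 nm emission), recorded every 5 minutes over 30 minutes. Reactions held 100 nM EPAC1, 250 nM Rap1B–BODIPY-GDP and 50 uM GDP, with 6.5 mM cAMP setting full activation.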
EPAC1 antag: blocks human EPAC1 exchange factor; O95398; EPAC1 GEF assay, Rap1b-BODIPY-GDP exchange fluorescence; Potency, µM (doses to about 115 µM), without a hit: at the top dose activity change, negative = inhibition, usual class: inhibitors; 360,000 compounds, 0.14% hits; AID 720709;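 further: potency means the concentration at half of the fitted maximal effect; plate controls were vehicle for no effect and positive control for full effect; nearly all actives have a fitted effect of over 50% in size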
An asterisk follows results filed as active; ? = inconclusive; · = not tested or not shown; [ ] = another dose, or the depositor's remark. Unless noted, the call rests on the fitted dose curve; in most records, active means well fitted curve in the direction sought with a large enough effect; inconclusive means small, poorly fitted or top-dose-only effect, or another doubt; inactive means no such curve, though single readings can be large; an effect the other way counts as inactive or inconclusive. An excerpt; rates above refer to the full screens.

SMILES	PI5P4Ka inh	WRN inhibitor	EPAC2 agonist	IL2 activator	PLK1 PBD inh	CCT chaperon mod	EPAC1 ag	EPAC1 antag
N#Cc1ccccc1Sc1ccccc1C(=O)OCC(=O)NC1CCCCC1	-6	-31%	-1%	0.4	-6%	-8.8	-3%	5%
CN(C)c1ccc(N=Cc2ccco2)cc1	·	-8%	10%	-2.6	-10%	-0.9	12%	2%
COc1ccc2oc(C(=O)Nc3ccccn3)c(C)c2c1	?	-1%	11%	-2.1	-2%	-1.3	9%	-3%
ON=Cc1cccn1-c1ccccc1	·	-4%[57.1 µM]	9%	-1.1	-3%	-4.5	4%	7%
Cc1ccc(NC(=O)CCn2cccc2)cc1Cl	1	-5%	-9%	0.3	-8%	-0.2	0%	5%
Cc1ccccc1-c1nn(-c2ccc(F)cc2F)cc1CNC1CC1	1	-3%	-5%	2.1	-3%	0.8	9%	7%
COc1cc([N+](=O)[O-])ccc1NC(=O)Nc1cnccn1	1	-3%	-3%	-5.2	-2%	3.0	-1%	7%
C=CCSc1nc(C)cc(/C=C\c2ccccc2)c1C#N	·	-3%	-5%	-1.6	1%	0.1	6%	-13%
Cc1ccc(N2C(=O)N(CC(=O)NCc3ccc(Cl)cc3)C(=O)C2C)cc1 (stereo not drawn)	0	8%	0%	-1.7	-20%	0.9	-5%	6%
CCC(=O)N/N=C/c1ccc(-c2ccc(Cl)cc2)o1	-1	5%	-1%	-0.3	-5%	-1.4	-2%	-28%
CCOC(=O)C1=C(C)N=c2s/c(=C\c3ccc(C(=O)O)cc3)c(=O)n2C1c1ccc(OC)cc1OC (stereo not drawn)	-5	4%[57.1 µM]	-6%	-1.8	-25%	-2.4	2%	?
CCOC(=O)c1ccc[n+](CC(=O)Nc2ccccc2OC(F)F)c1	1	1%	3%	-1.3	1%	-10	-1%	11%
Cc1nc(CNC(=O)CC2C(=O)NCCN2Cc2cccc(Oc3ccccc3)c2)cs1 (stereo not drawn)	-6	3%	3%	-2.4	-13%	0.9	0%	-14%
O=C(c1ccco1)N1CCN=C1SCc1cccc(Cl)c1	-7	1%	2%	-2.8	-15%	-2.0	-13%	-6%
COc1ccccc1N(C)S(=O)(=O)c1ccc(C(=O)Nc2ccc3nc(C)sc3c2)cc1	18	-10%	-5%	0.1	29%	1.2	4%	-21%
O=C(NCCN1CCOCC1)c1ccc(CS(=O)c2ccccc2Cl)o1 (stereo not drawn)	2	6%	-10%	-2.2	-11%	-1.3	0%	3%
COC(=O)c1[nH]c2ccc(C)cc2c1NC(=O)C1=COCCO1	-5	-24%	-4%	2.7	-6%	-6.0	2%	-11%
CCOc1ccc(N=Nc2c(=O)[nH]n3c(=O)cc(C)[nH]c23)cc1	-17	-32%	-85%[15.6 µM]	0.1	0%	2.0	-11%	-20%
COc1ccc(-n2c(SCC(=O)Nc3cc(C)on3)nc3c(c2=O)SCC3)cc1OC	0	-1%	11%	3.3	1%	0.2	11%	-2%
COc1cccc(/C=N/Nc2nc3ccccc3n3cnnc23)c1O	-14	?	-8%	16	-10%	-1.0	-2%	-7%
CCn1c(-c2cc(OC)ccc2OC)csc1=Nc1c(C)n(C)n(-c2ccccc2)c1=O	1	1%	-2%	-0.1	-2%	-7.7	-6%	0%
C/C(CC(=O)Nc1ccc(Cl)c(C(F)(F)F)c1)=N\NC(=O)c1cccc(O)c1	1	-2%	6%	-0.8	2%	1.9	2%	3%
CCN(CC)C(=O)c1c2c(nc3ccccc13)-c1ccccc1CC2	-7	-10%	9%	-0.8	-2%	-0.9	8%	10%
Cc1cc(C)nc(SCC(=O)N/N=C/c2cccnc2)n1	-1	9%	7%	-1.6	4%	-0.7	4%	14%
CCc1nnc(NS(=O)(=O)c2ccc(NC(=S)NC(=O)c3ccncc3)cc2)s1	7	-5%	6%	-1.5	-17%	1.8	-1%	11%
O=C(CSc1nc2ccccc2[nH]1)Nc1ccccc1N1CCOCC1	0	-17%	7%	1.9	-18%	-2.2	8%	-8%
C#CCN(C(=O)c1ccc(OC2CCN(Cc3ccccn3)CC2)cc1)C1CCCCC1	-1	1%	-8%	-0.3	2%	1.0	0%	-4%
COc1ccc(Br)cc1CNC(=O)C1CCCN(S(=O)(=O)N2CCC(C)CC2)C1 (stereo not drawn)	11	-2%	2%	-3.3	-2%	1.8	2%	-14%
CSc1[nH]c(=O)c(C(=O)O)cc1C#N	-12	7%	-5%	0.7	-3%	-0.1	3%	-5%
Cc1ccc(C)c(N2CCN(C(=O)CCn3c(=S)[nH]c4cc5c(cc4c3=O)OCO5)CC2)c1	2	0%	-11%	0.7	-9%	-0.1	-1%	-3%
Cc1ccc(C(=O)CC(C(=O)O)n2cncn2)cc1 (stereo not drawn)	-2	-6%	5%	-0.4	-3%	-7.4	14%	0%
Cc1ccc2nc(SCC(=O)NCc3ccc(F)cc3)nc(=O)n2c1	4	-9%	-3%	-2.7	-9%	0.6	5%	-6%
Cc1oc2c(c(C)cc3oc(=O)c(CC(=O)N[C@@H](CC(C)C)C(=O)O)c(C)c32)c1C	18	-28%	9%	-0.7	-16%	-3.8	-14%	?
CCC(C)c1ccc(OCC(=O)Nc2ccc3[nH]c(=O)[nH]c3c2)cc1 (stereo not drawn)	1	-34%[57.1 µM]	-5%	1.0	3%	-4.4	-7%	7%
CCCCOc1ccc(-c2ncc(C(=O)O)c(C)n2)cc1	3	-23%	0%	1.0	-7%	-1.0	11%	-10%
C[C@H](CO)N1C[C@H](C)[C@@H](CN(C)C(=O)NC2CCCCC2)Oc2c(NC(=O)C3CCCCC3)cccc2C1=O	-5	8%	0%	-0.3	-7%	1.0	-12%	13%
CCc1cccc(C)c1NC(=O)CCCN1C(=O)CN(C)C1=O	3	8%	-2%	-4.8	1%	-1.4	8%	12%
Cc1c(NC(=S)NNC(=O)CCC(=O)O)c(=O)n(-c2ccccc2)n1C	2	-9%	3%	-2.3	-6%	-0.5	7%	-24%
Cc1ccc(-c2nc(C)sc2CC(=O)NCc2ccco2)cc1	-8	-10%	1%	2.0	-9%	2.4	3%	-5%
CCN(CC(=O)Nc1c(F)cccc1F)C(=O)c1ccc2c(c1)C(=O)N(c1ccccc1C)C2=O	9	6%	3%	0.1	1%	2.1	-2%	16%
CC(=O)Nc1ccc(S(=O)(=O)Nc2cc(C)cn(Cc3ccccc3)c2=O)cc1	9	-10%	-4%	-1.1	-9%	2.4	-2%	-6%
CCc1ccc(C2=Nn3c(nnc3-c3cccs3)SC2)cc1	-4	-22%	12%	-3.0	-14%	-2.1	4%	-4%
COc1ccc(C(=O)/C=C2/C(=O)Nc3ccccc32)c(OC)c1	-2	-19%	1%	-5.8	?	-5.6	-5%	-6%
CCO[C@@H]1OC(C(=O)N2CCCCCCC2)=C[C@H](c2cn(C(C)=O)c3ccccc23)[C@H]1CCCO	2	-2%	10%	-0.5	-16%	-7.0	-26%	-16%
COc1ccc(C(=O)NCC(c2ccc(F)cc2)N2CCOCC2)cc1S(=O)(=O)N1CCCC1 (stereo not drawn)	0	9%	1%	0.3	0%	1.4	-7%	14%
Cc1cc(NCCCn2ccnc2)n2ncc(-c3ccc(Cl)cc3)c2n1	·	-14%	11%	-2.3	-12%	-1.4	12%	-13%
CSc1nc(-c2cccs2)c(C#N)c(=O)[nH]1	?	-26%	7%	0.2	-15%	-2.2	4%	6%
Cc1ccc(CSC(Nc2ccc(F)cc2)=C(C#N)C#N)cc1	2	-18%	-4%	-0.8	-25%	1.1	-2%	-14%
Clc1cc(Cl)cc(Nc2ccccc2CN(C/C=C/c2ccc3c(c2)OCO3)Cc2ccccc2)c1	0	5%	11%	-1.6	-4%	1.4	-21%	23%
COc1ccc(NC(=O)CC2C(=O)Nc3ccccc3N2CC(=O)N2CCCC2)cc1 (stereo not drawn)	9	-6%	6%	0.9	1%	-3.7	1%	-10%
COc1ccc(NC(=S)NC(=O)CC(C)C)c(OC)c1	-2	-14%	3%	-0.1	-7%	1.4	12%	2%
COc1ccc(C2=NO[C@@H]3[C@@H]4C[C@@H]([C@H]5C(=O)N(c6ccc7c(c6)OCO7)C(=O)[C@@H]45)[C@H]23)cc1OC	-1	-10%	10%	0.3	-4%	-0.7	1%	0%
Cc1ccc(N2NC(=O)/C(=C/c3ccc(-c4ccc(Cl)c(C(=O)O)c4)o3)C2=O)cc1	?	?	3%	-1.1	?	-1.6	1%	-15%
COc1cc(C2c3c(c(C)c(C)oc3=O)Oc3c(C)c(C)oc(=O)c32)ccc1OS(=O)(=O)c1ccc(C)cc1	-5	-5%	10%	0.4	-19%	-3.2	0%	-7%
CCN(CC)S(=O)(=O)c1ccc2c(c1)nc(CCC(=O)OCC(=O)Nc1cc(Cl)cc(Cl)c1)n2C	4	-3%	6%	3.4	1%	2.2	-1%	-22%
CC(C)Sc1ccccc1C(=O)Nc1ccc2c(c1)n(C)c(=O)n2C	1	?	8%	-0.5	-8%	0.2	6%	1%
CC(/C=N/NC(=O)CSc1nc(C)cc(C)n1)=C\c1ccccc1	-2	-31%[57.1 µM]	-1%	-1.1	2%	-1.2	6%	22%
O=S1(=O)CCN(CCc2ccccc2)CC1	-16	-2%	2%	-0.6	-7%	-0.1	8%	-18%
O=C(O/N=C\c1ccc(N2CCCCC2)c([N+](=O)[O-])c1)c1ccc(Cl)cc1Cl	-1	0%	4%	-3.5	-9%	1.8	-3%	3%
COc1ccc(C(C(=O)NC2CCCCC2)N(Cc2cccs2)C(=O)Cc2c[nH]c3ccccc23)cc1 (stereo not drawn)	·	-11%	0%	-3.0	-1%	-2.8	3%	1%
Cc1cc2c(c(=O)o1)C(Cc1ccccc1)C(C#N)=C(N)O2 (stereo not drawn)	-8	-6%	-3%	1.0	-12%	-0.1	4%	1%

3 entries from above, arranged by count of non-hydrogen atoms, ascending:
SMILES	PI5P4Ka inh	WRN inhibitor	EPAC2 agonist	IL2 activator	PLK1 PBD inh	CCT chaperon mod	EPAC1 ag	EPAC1 antag
Cc1cc2c(c(=O)o1)C(Cc1ccccc1)C(C#N)=C(N)O2 (stereo not drawn)	-8	-6%	-3%	1.0	-12%	-0.1	4%	1%
COc1ccc(C(C(=O)NC2CCCCC2)N(Cc2cccs2)C(=O)Cc2c[nH]c3ccccc23)cc1 (stereo not drawn)	·	-11%	0%	-3.0	-1%	-2.8	3%	1%
COc1cc(C2c3c(c(C)c(C)oc3=O)Oc3c(C)c(C)oc(=O)c32)ccc1OS(=O)(=O)c1ccc(C)cc1	-5	-5%	10%	0.4	-19%	-3.2	0%	-7%
